AI-2 QS mod – Vibrio harveyi AI-2 quorum sensing modulation. Vibrio harveyi JMH597 AI-2 luminescence/OD600 ratio, 9 h; hits give low values; strain lacks LuxN and CqsS sensors; 0 = neutral-control median. activity change, % at 7.5 µM. hit rate 0.4% among 300,000; in the data active = activity change below about -75%, passing the limit was not always enough;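 note: luminescence divided by OD600 gain over 9 h not by final OD600 alone; inactives centre near 13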
HSF1 activator – increases HSF-1 driven luciferase reporter signal | NIH3T3-HGL HSF-1 luciferase reporter, MG132, 8 h; 100% = twice DMSO control signal | activation, % at 9 µM | hit rate 1.7% among 300,000;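 active = mean replicate activation of at least 50% with a set share of replicates each reaching 50%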;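 note: 0% = median of the neutral control wells and 100% = twice that signal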
aSyn 5UTR inh – MLPCN primary screen, SNCA 5' untranslated region. alpha-synuclein 5'UTR reporter, inhibitor activity. inhibition, % (tested at 7.5 µM). hit rate 0.82% among 300,000; in the data active = inhibition above about 60%;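 note: H4 neuroglioblastoma cells stably carrying SNCA 5'UTR luciferase fusion; 0% = DMSO wells and 100% = positive control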
KLF5 inh – inhibitors of KLF5 expression | inhibition, % at 5 µM | AID 1700 | DLD-1 KLF5 promoter-luciferase reporter, luminescence | hit rate 0.23% among 290,000;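 active = inhibition above a per-plate limit of that plate's mean compound inhibition plus 3 SD, cut at about 60% in these data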;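 note: 0% = DMSO wells and 100% = LY294002 at 200 µM; higher means less KLF5 promoter-driven luciferase light; inactives centre near -14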
HSF1 inh – HSF1 inhibition; NIH3T3-HGL HSE-luciferase, MG132-induced, luminescence 8 h; hits give low values; hit rate 0.77% among 300,000; activity change, negative = inhibition, % at 7.5 µM (by protocol); AID 2098;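 active = more than half of replicate wells show activity change below -50%, luminescence cut by over half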;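 note: luciferase reports HSF-1 transcriptional activity via heat shock element; 0% = median of DMSO wells and -100% = zero luminescence signal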
GSK3B inh – inhibitors of human GSK3beta kinase | P49841 | GST-GSK3beta kinase, ADP-Glo luminescence, 60 min; hits give low values | activity score (negative = inhibition), % at 10 µM | hit rate 0.038% among 300,000;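 active = more than half of replicate wells score below -50%, meaning over 50% inhibition versus plate controls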;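 note: 0% = median DMSO wells and -100% = median GW8510 positive control wells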
Target sequence (P49841 whole entry, looked up): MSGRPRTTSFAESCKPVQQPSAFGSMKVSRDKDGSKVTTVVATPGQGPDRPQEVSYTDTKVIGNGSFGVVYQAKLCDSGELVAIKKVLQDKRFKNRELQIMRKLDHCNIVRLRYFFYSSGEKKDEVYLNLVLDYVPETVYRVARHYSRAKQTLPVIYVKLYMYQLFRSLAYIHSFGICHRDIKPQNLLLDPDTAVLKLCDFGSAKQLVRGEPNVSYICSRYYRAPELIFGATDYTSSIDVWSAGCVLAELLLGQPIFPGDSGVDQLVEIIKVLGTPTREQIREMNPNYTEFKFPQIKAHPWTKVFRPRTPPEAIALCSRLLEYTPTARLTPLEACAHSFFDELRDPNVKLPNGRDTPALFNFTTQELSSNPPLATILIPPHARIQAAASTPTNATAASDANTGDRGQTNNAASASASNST
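Test system: GST-fused GSK3beta enzyme, cell-free | Quantity: 1.6 ng GST-GSK3beta enzyme per well | Reagent: 25 µM ATP with peptide substrate | Schedule: 60 min enzyme reaction, room temperature | Signal: Luminescent ADP-Glo measurement of ADP formed | Read-out basis: Score relative to plate controls | Control set: DMSO and 20 µM GW8510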
HSP90 refold inh – blocks HSP90-mediated luciferase refolding in reticulocyte lysate; Rabbit reticulocyte lysate, luciferase refolding luminescence, 3 h; inhibition, % at 5.6 µM; hit rate 0.91% among 290,000; AID 1789;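 active = inhibition above the screen-wide mean plus 3 SD, computed separately per campaign, cut at about 16% in these data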;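 note: 0% = DMSO wells and 100% = 60 µM geldanamycin wells; inhibitors lower the luminescence because luciferase stays unfolded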
PolyA inh – yeast polyadenylation inhibition; hit rate 0.02% among 300,000; S. cerevisiae SKY197-pL101 polyadenylation reporter, beta-gal luminescence; efflux-impaired pdr1/pdr3 knockout yeast; score 100 = 6 SD above DMSO; calls only at 12 µM;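 active = lowest replicate activity score at least 50, where 100 means six control SD above control mean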;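 note: yeast exposed to compound for 9 h at 30 °C; higher score means more reporter readthrough which indicates perturbed polyadenylation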
GSK3A inh – human GSK-3 alpha kinase inhibition | inhibition, % at 10 µM | P49840 | ADP-Glo luminescence, 60 min | AID 2650 | hit rate 0.1% among 320,000;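 in the data active = inhibition above about 50%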;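 note: GST-tagged GSK-3 alpha with peptide substrate and 25 µM ATP; 0% = DMSO neutral wells and 100% = GW8510 positive control wells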
IEC-6 cytotox – counter-screen for KLF5 inhibitors: cytotoxicity in IEC-6 cells; IEC-6 cytotoxicity, luminescence viability; hit rate 0.78% among 290,000; AID 1825; inhibition, % at 5 µM; in the data active = inhibition above about 22%;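 note: 0% = plate median of test compound wells and 100% = cytotoxic reference compound wells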
Starred values were filed as active, the others as inactive; i = inactive; . = not tested or not shown. Not all compounds are listed; the hit share may differ from the screen's.

1. Cc1cccc(N2CCN(S(=O)(=O)c3cn(C)cn3)CC2)c1C
2. COc1ccccc1NC(=O)NC(N)=O
3. CC(C)c1ccc(CNc2c([N+](=O)[O-])c(=O)oc3ccccc23)cc1
4. CCOC(CNC(=O)c1ccc(N2CCc3ccccc32)c([N+](=O)[O-])c1)OCC
5. CC1CCN(CCC(=O)Nc2nccs2)CC1
6. COc1ccc(O)c(N)c1
7. CC(C)(C)C1CCC(C(=O)Nc2nccs2)CC1 (stereo unspecified)
8. Cc1n[nH]c(=O)nc1NCc1ccccc1

Screen / compound no.	1	2	3	4	5	6	7	8
AI-2 QS mod	7	5	20	10	29	13	1	13
HSF1 activator	0	3	7	14	5	.	-3	.
aSyn 5UTR inh	-6	18	-71	11	8	.	-102	-13
KLF5 inh	-12	-4	-24	7	13	-20	-64	-20
HSF1 inh	2	-4	7	18	-6	.	2	.
GSK3B inh	1	-3	-4	1	-1	.	-1	1
HSP90 refold inh	-3	2	5	1	0	2	2	3
PolyA inh	i	i	i	i	i	.	i	.
GSK3A inh	5	2	-3	-1	6	.	0	-1
IEC-6 cytotox	6	-1	9	-6	3	-6	1	2

9. Cc1cc(C(=O)COC(=O)CN(C)S(=O)(=O)c2ccc(Cl)cc2)c(C)n1CC1CCCO1 (stereo unspecified)
10. O=C(O)CC(NC(=O)Cc1ccc([N+](=O)[O-])cc1)c1ccc2c(c1)OCO2 (stereo unspecified)
11. Cc1ccc(OCC(=O)NC2CCS(=O)(=O)C2)c(C)c1 (stereo unspecified)
12. CCn1cc(C(=O)NCc2cccc(F)c2)c(=O)c2cc(F)c(N3CCN(C(=O)c4ccco4)CC3)cc21
13. Cn1cccc1CC(=O)NNC(=O)Nc1cccc(Cl)c1
14. NC(=NCCc1ccccc1)c1cccc([N+](=O)[O-])c1
15. N#CCSCC(=O)Nc1ccc(Cl)cc1
16. O=C1CN(C(=O)c2ccccc2C(=O)O)c2ccccc2N1

Screen / compound no.	9	10	11	12	13	14	15	16
AI-2 QS mod	18	60	5	12	15	13	29	25
HSF1 activator	2	16	-8	-12	0	-4	5	-13
aSyn 5UTR inh	13	10	-6	6	-5	-8	-18	6
KLF5 inh	-6	-2	-2	-9	-5	-31	-42	-17
HSF1 inh	-15	8	9	-6	3	1	-8	-8
GSK3B inh	-1	1	-2	2	-2	3	0	-4
HSP90 refold inh	-1	0	9	1	-5	-2	4	0
PolyA inh	i	i	i	i	i	i	i	i
GSK3A inh	-1	-3	-1	0	.	-2	-1	-3
IEC-6 cytotox	2	4	2	-2	1	-2	-2	2

17. Cc1ccc(-c2ccc(SCC(=O)Nc3nonc3C)nn2)cc1
18. COc1ccc(C(C#N)Nc2ccccc2C)cc1 (stereo unspecified)
19. CCn1cc(C(=O)OCC(=O)Nc2ccc(C(C)C)cc2)c(=O)c2ccc(C)nc21
20. NC(N)=Nc1nc(-c2ccccc2)c2cc(Cl)ccc2n1
21. Cc1ccccc1C(=O)N1CCN(c2ncccn2)CC1
22. O=C(NC1=NCCS1)c1cccc2ccccc12
23. CCCN(C(=O)c1cn(C)c(=O)c2ccccc12)c1ccccc1C
24. CN(C1CCCCC1)S(=O)(=O)c1cccc(C(=O)OCC(=O)NC2CCCc3ccccc32)c1 (stereo unspecified)

Screen / compound no.	17	18	19	20	21	22	23	24
AI-2 QS mod	39	0	19	20	29	0	12	19
HSF1 activator	-4	0	-2	-1	6	1	22	-10
aSyn 5UTR inh	-87	-20	-14	2	8	-43	9	9
KLF5 inh	-42	-11	2	-24	16	2	-33	-9
HSF1 inh	-3	-3	-1	-6	-6	1	-1	2
GSK3B inh	2	-3	3	-1	3	3	2	-4
HSP90 refold inh	-4	2	3	1	-5	-1	0	-1
PolyA inh	i	i	i	i	i	i	i	i
GSK3A inh	-1	-1	-2	8	-2	8	-2	.
IEC-6 cytotox	2	1	2	10	1	7	3	6

25. Cc1cc(C(=O)Nc2ccc(S(=O)(=O)Nc3onc(C)c3C)cc2)c(C)o1
26. CCC(C)(C)NC(=O)C(c1ccc(OC)cc1)N(C(=O)CCC(=O)Nc1cc(C)on1)c1ccccc1F (stereo unspecified)
27. CC(=O)c1c(NC(=O)C(C)C)nc(C)nc1-c1ccccc1
28. Cc1onc(-c2ccccc2Cl)c1C(=O)Nc1ccc(-c2cn3cccnc3n2)cc1

Screen / compound no.	25	26	27	28
AI-2 QS mod	37	9	15	11
HSF1 activator	0	18	9	-2
aSyn 5UTR inh	-2	6	-3	16
KLF5 inh	-29	16	-8	-14
HSF1 inh	-4	-1	-1	-4
GSK3B inh	3	5	0	5
HSP90 refold inh	0	0	-3	0
PolyA inh	i	i	i	i
GSK3A inh	-2	-3	-2	-2
IEC-6 cytotox	1	6	0	1
